CHRM1 antagonist = human CHRM1 antagonism; CHO-K1 hM1, Fluo-8 calcium fluorescence, ACh EC80 antagonist; actives 1.3% (n = 360,000); inhibition, % at 3 µM; AID 588852; P11229;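 active = percent inhibition above its own plate's cutoff, namely the mean of that plate's compound wells plus 3 SD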;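 also: peak over basal fluorescence ratio during 140 s after agonist addition; 0% = ACh EC80 plus DMSO and 100% = DMSO alone without agonist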
Target sequence (P11229 whole entry, looked up): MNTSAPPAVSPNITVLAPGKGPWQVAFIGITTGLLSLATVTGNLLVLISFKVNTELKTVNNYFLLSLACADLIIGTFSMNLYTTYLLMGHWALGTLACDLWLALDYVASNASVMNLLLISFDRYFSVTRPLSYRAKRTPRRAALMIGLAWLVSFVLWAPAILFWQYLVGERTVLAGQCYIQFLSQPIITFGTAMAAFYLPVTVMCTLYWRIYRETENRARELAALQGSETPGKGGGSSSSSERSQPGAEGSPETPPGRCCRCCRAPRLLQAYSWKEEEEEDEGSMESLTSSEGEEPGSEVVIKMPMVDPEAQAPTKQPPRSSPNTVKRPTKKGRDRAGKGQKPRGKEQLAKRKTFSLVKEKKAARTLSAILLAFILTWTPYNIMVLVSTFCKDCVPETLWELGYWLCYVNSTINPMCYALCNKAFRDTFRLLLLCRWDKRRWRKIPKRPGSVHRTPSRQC
M1 ag = activates human CHRM1 receptor | AID 588814 | CHO-K1 hM1, Fluo-8 calcium fluorescence, agonist mode; 0% DMSO, 100% acetylcholine EC100 | activation, % at 3 µM | P11229 | actives 0.33% (n = 360,000);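 active = activation above the run's mean compound activation plus 3 SD, cut at about 16% in these data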;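 also: peak over basal fluorescence ratio within a 140 s kinetic read after compound addition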
V1aR counter = V1a receptor agonism, counter-screen for OXTR agonists. P37288. CHO-V1R cells, Fluo-8 calcium fluorescence, agonist mode; 0% DMSO, 100% 3 nM vasopressin. activation, % at 3 µM. actives 0.25% (n = 320,000). AID 2797;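 active = activation above the mean activation of all tested compounds plus 3 SD, per screening run, cut at about 20% in these data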;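 also: signal is peak over basal fluorescence ratio across a 100 second FLIPR read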
Target sequence (P37288 whole entry, looked up): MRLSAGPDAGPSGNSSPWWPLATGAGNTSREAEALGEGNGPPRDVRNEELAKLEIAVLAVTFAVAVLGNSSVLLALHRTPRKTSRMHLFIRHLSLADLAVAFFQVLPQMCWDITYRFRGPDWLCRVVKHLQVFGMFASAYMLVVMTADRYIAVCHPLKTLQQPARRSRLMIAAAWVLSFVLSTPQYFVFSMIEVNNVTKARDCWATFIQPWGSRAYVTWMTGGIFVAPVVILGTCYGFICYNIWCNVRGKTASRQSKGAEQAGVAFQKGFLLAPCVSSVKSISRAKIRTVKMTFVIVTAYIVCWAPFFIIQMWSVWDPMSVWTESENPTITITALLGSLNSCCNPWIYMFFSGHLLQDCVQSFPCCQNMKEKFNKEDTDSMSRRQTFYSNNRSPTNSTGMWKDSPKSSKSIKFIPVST
TAAR1 ag = human TAAR1 agonism | CHO RD-HGA16 TAAR1, Fluo-8 calcium fluorescence; vehicle wells 0%, saturating PEA agonist 100% | activation, % at 3 µM | actives 0.99% (n = 360,000) | AID 624467;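 active = activation above the mean activation of all test compounds in the run plus 3 SD, cut at about 38% in these data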
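Assay system – CHO-derived RD-HGA16 cells with stable Gα16 and human TAAR1 · Compound dosing – one-point dosing at 3 µM (nominal) · Incubation – 17-24 h seeding, 75 min 37 °C dye, 30 min RT · Measured by – kinetic Fluo-8 calcium fluorescence · Control set – DMSO vehicle as 0%, PEA at EC100 as 100% · Repeats – single well for each compound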
CHRM1 PAM = positive allosteric modulators of human M1 muscarinic receptor; CHO-K1 hM1, Fluo-8 calcium fluorescence, ACh EC20; 0% = ACh EC20, 100% = maximal ACh; activation, % at 3 µM; actives 0.088% (n = 360,000); in the data active = activation above about 19%, passing the limit was not always enough
OXTR ag = activates the human oxytocin receptor; CHO-OTR cells, Fluo-8 calcium fluorescence; normalized: DMSO 0%, oxytocin 100%; AID 2435; actives 0.32% (n = 320,000); activation, % at 3 µM;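 active = activation above the mean of all tested compounds plus 3 SD, cutoff set per screening run, cut at about 20% in these data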;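 also: peak over basal fluorescence ratio from a 100 s FLIPR kinetic read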
CHO parental Ca = signal in parental CHO cells, OX1R antagonist counter-screen | parental CHO-K1, ATP-induced calcium, Fluo-8 fluorescence | inhibition, % at 5.6 µM | actives 0.63% (n = 330,000) | AID 463079;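 active = inhibition above that plate's mean sample inhibition plus 3 SD, cut at about 26% in these data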;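 also: 0% = ATP-challenged DMSO wells and 100% = DMSO wells without ATP; some compounds past the cut are filed as inactive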
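Assay system – parental CHO cells · Reagent – ATP stimulus · Detection – intracellular calcium via Fluo-8 no-wash fluorescent dye · Evaluation – percent inhibition of ATP-evoked calcium rise, normalized to controls · Controls – ATP wells versus no-ATP DMSO wells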
OXTR potentiate = human OXTR potentiation; P30559; CHO-OTR cells, Fluo-8 calcium fluorescence, potentiator mode; 0% = oxytocin EC15, 100% = EC100; activation, % at 3 µM; actives 0.061% (n = 320,000); AID 2445;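 active = activation above that plate's cutoff, the mean activation of tested compounds plus 3 SD, cut at about 6.6% in these data, passing the limit was not always enough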;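 also: 100% uses oxytocin at 75 nM as the full agonist control; some results filed as inactive read as strong as hits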
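Assay system: CHO cell line stably expressing human OTR. Reagent: EC15 oxytocin agonist. Dosing: single dose, 3.0 µM nominal final compound concentration. Timing: compound 6 min at room temperature before oxytocin, 100 s read. Signal: kinetic Fluo-8 calcium fluorescence. Controls: oxytocin EC15 low and EC100 high.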
TAAR1 antag = human TAAR1 antagonism | CHO RD-HGA16 TAAR1, Fluo-8 calcium fluorescence, antagonist | actives 1.5% (n = 360,000) | inhibition, % at 3 µM | Q96RJ0;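 active = inhibition above a per-plate cutoff, the mean inhibition of test compounds on that plate plus 3 SD, cut at about 49% in these data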;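 also: 0% = DMSO plus EC80 beta-PEA response and 100% = DMSO alone without agonist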
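System: RD-HGA16 CHO cells with stable hTAAR1 and Gα16 | Probe or stimulus: EC80 β-phenethylamine stimulus | Dosing: 3 µM, single point | Times: Dye loading 75 min at 37 °C, then 30 min room temperature | Measured by: Fluo-8 calcium-sensitive fluorescence | Read-out basis: % inhibition of agonist calcium response | Replicates: n of 1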
Active calls of the source: *.

How did Cc1cc(C)cc(NC(=O)Nc2cc(-c3ccccc3)nn2C)c1 do in these assays?
CHRM1 antagonist: -1; M1 ag: -1; V1aR counter: 0.7; TAAR1 ag: 1; CHRM1 PAM: 2; OXTR ag: 1.2; CHO parental Ca: -24; OXTR potentiate: -3; TAAR1 antag: -6

Results for N#Cc1ccc(-c2ccc(OCC(O)CN3CCCCC3)cc2)cc1 (stereo not drawn) ?
CHRM1 antagonist: -11; M1 ag: -8; V1aR counter: 1.0; TAAR1 ag: 4; CHRM1 PAM: 10; OXTR ag: 4.0; CHO parental Ca: -8; OXTR potentiate: -2; TAAR1 antag: -8

How did Cc1ccc(C(=O)Nc2ccc(N3CCN(C(=O)c4ccco4)CC3)cc2)c(Cl)c1 do in these assays?
CHRM1 antagonist: -14; M1 ag: -2; V1aR counter: 3.4; TAAR1 ag: 2; CHRM1 PAM: 13; OXTR ag: 3.0; CHO parental Ca: -14; OXTR potentiate: -8; TAAR1 antag: -12

How did COc1cc(C(=O)Oc2ccc(/C=N/NC(=O)c3ccncc3)cc2)cc(OC)c1OC do in these assays?
CHRM1 antagonist: 2; M1 ag: 4; V1aR counter: 5.3; TAAR1 ag: 9; CHRM1 PAM: -5; OXTR ag: 6.6; CHO parental Ca: -22; OXTR potentiate: -11; TAAR1 antag: 16

Results for COc1cccc(N2CC34C=CC(O3)C(C(=O)O)C4C2=O)c1 (stereo not drawn) ?
CHRM1 antagonist: -6; M1 ag: -4; V1aR counter: 1.8; TAAR1 ag: 3; CHRM1 PAM: 12; OXTR ag: 1.1; CHO parental Ca: 4; OXTR potentiate: -7; TAAR1 antag: 3

What do the screens show for `O=C(O)CN1C2=NCCCN2c2ccccc21`?
CHRM1 antagonist: 3; M1 ag: -2; V1aR counter: 7.7; TAAR1 ag: 5; CHRM1 PAM: 5; OXTR ag: -0.3; CHO parental Ca: -2; OXTR potentiate: -7; TAAR1 antag: 4

How did CC[C@]1(C(=O)OC)[C@H]2C(=O)N(C)C(=O)[C@H]2[C@H]2CN(C)C(=NCc3ccccc3)N21 do in these assays?
CHRM1 antagonist: -7; M1 ag: -11; TAAR1 ag: 5; CHRM1 PAM: 1; CHO parental Ca: -3; TAAR1 antag: -9

How did CCOc1ccccc1C(=O)NN1C(=O)C2CCCCC2C1=O (stereo not drawn) do in these assays?
CHRM1 antagonist: -9; M1 ag: -6; V1aR counter: -1.2; TAAR1 ag: 3; CHRM1 PAM: 7; OXTR ag: -0.2; CHO parental Ca: -7; OXTR potentiate: 4; TAAR1 antag: -3

Results for COc1ccc(N2CCN(c3nc4c(c(=O)n(C)c(=O)n4C)n3Cc3ccccc3)CC2)cc1 ?
CHRM1 antagonist: 0; M1 ag: -4; V1aR counter: -1.9; TAAR1 ag: 5; CHRM1 PAM: 4; OXTR ag: -2.4; CHO parental Ca: -14; OXTR potentiate: -3; TAAR1 antag: -6

Results for N#Cc1ccc(NC(=O)Nc2ccc(Oc3ccc(NC(=O)Nc4ccc(C#N)cc4)cc3)cc2)cc1 ?
CHRM1 antagonist: 4; M1 ag: 1; V1aR counter: 10; TAAR1 ag: 14; CHRM1 PAM: 1; OXTR ag: 3.3; CHO parental Ca: 38*; OXTR potentiate: -12; TAAR1 antag: 22

What do the screens show for `Cn1c(N)c(C(=O)N2CCN(c3ccccc3)CC2)c(=O)n(C)c1=O`?
CHRM1 antagonist: -5; M1 ag: -3; TAAR1 ag: 6; CHRM1 PAM: 3; TAAR1 antag: -26

How did COc1ccc(NC(=S)N(CCc2c(C)[nH]c3ccccc23)Cc2ccco2)cc1 do in these assays?
CHRM1 antagonist: -11; M1 ag: -4; V1aR counter: -0.1; TAAR1 ag: 0; CHRM1 PAM: 3; OXTR ag: 0.2; CHO parental Ca: -10; OXTR potentiate: -6; TAAR1 antag: 6

What do the screens show for `c1ccc(C2=Nn3c(nnc3-c3cccnc3)SC2)cc1`?
CHRM1 antagonist: -14; M1 ag: -7; V1aR counter: 0.4; TAAR1 ag: 13; CHRM1 PAM: 5; OXTR ag: 0.1; CHO parental Ca: -10; OXTR potentiate: -6; TAAR1 antag: 9

What do the screens show for `O=S(=O)(c1ccccc1)N1CCN=C1SCc1c(F)cccc1Cl`?
CHRM1 antagonist: 3; M1 ag: -7; V1aR counter: 1.0; TAAR1 ag: -1; CHRM1 PAM: -12; OXTR ag: 0.4; CHO parental Ca: -9; OXTR potentiate: -14; TAAR1 antag: 10

What do the screens show for `C[C@H](CO)N1C[C@H](C)[C@@H](CN(C)S(=O)(=O)c2ccc(F)cc2)Oc2c(NC(=O)CCC(F)(F)F)cccc2C1=O`?
CHRM1 antagonist: -2; M1 ag: -8; V1aR counter: 0.7; TAAR1 ag: 6; CHRM1 PAM: 3; OXTR ag: -0.4; CHO parental Ca: -12; OXTR potentiate: -2; TAAR1 antag: -4

Results for Cc1ccc(N2CC(C(=O)Nc3nnc(SCC(=O)NCC4CCCO4)s3)CC2=O)cc1 (stereo not drawn) ?
CHRM1 antagonist: -12; M1 ag: -4; V1aR counter: 0.3; TAAR1 ag: 1; CHRM1 PAM: 5; OXTR ag: -0.1; CHO parental Ca: -8; OXTR potentiate: -6; TAAR1 antag: -8

How did CCN(CC)CCCNc1nc2ccccc2c2[nH]c3ccc(OC)cc3c12 do in these assays?
CHRM1 antagonist: -8; M1 ag: -8; TAAR1 ag: 2; CHRM1 PAM: -1; TAAR1 antag: -14

What do the screens show for `CCCn1c(CCC(=O)Nc2ccccc2Cc2ccccc2)nc2cc(S(=O)(=O)N3CCOCC3)ccc21`?
CHRM1 antagonist: 1; M1 ag: -3; V1aR counter: -0.6; TAAR1 ag: 10; CHRM1 PAM: -1; OXTR ag: -0.9; CHO parental Ca: -19; OXTR potentiate: -15; TAAR1 antag: -2

Results for Cc1ccc(S(=O)(=O)CCC(=O)Nc2nc(C(C)(C)C)cs2)cc1 ?
CHRM1 antagonist: 8; M1 ag: -2; V1aR counter: 5.1; TAAR1 ag: 0; CHRM1 PAM: -3; OXTR ag: 0.9; CHO parental Ca: -22; OXTR potentiate: -4; TAAR1 antag: 2

How did Cc1ccc(-c2csc(NC(=O)N3CCOCC3)n2)cc1 do in these assays?
CHRM1 antagonist: -4; M1 ag: -12; V1aR counter: 1.9; TAAR1 ag: 3; CHRM1 PAM: 6; OXTR ag: 0.6; CHO parental Ca: 1; OXTR potentiate: -7; TAAR1 antag: -4

Results for O=C(CSc1ccc2ccccc2n1)N1CCC(c2noc3ccc(F)cc23)CC1 ?
CHRM1 antagonist: 0; M1 ag: -5; V1aR counter: 3.5; TAAR1 ag: 8; CHRM1 PAM: -7; OXTR ag: 2.2; CHO parental Ca: -10; OXTR potentiate: -22; TAAR1 antag: 31

What do the screens show for `CN(C)c1ccc(NC(=O)CN2C(=O)c3ccccc3C2=O)cc1`?
CHRM1 antagonist: -19; M1 ag: -3; V1aR counter: -0.1; TAAR1 ag: 0; CHRM1 PAM: 14; OXTR ag: 0.7; CHO parental Ca: -16; OXTR potentiate: 3; TAAR1 antag: 12

Results for Cc1cccc(NC(=O)COC(=O)CCc2c[nH]c3ccccc23)c1 ?
CHRM1 antagonist: -8; M1 ag: -2; V1aR counter: 4.9; TAAR1 ag: 10; CHRM1 PAM: 6; OXTR ag: 5.5; CHO parental Ca: -9; OXTR potentiate: -10; TAAR1 antag: -2

How did C/C(=N\Nc1ncc(Cl)cc1Cl)c1ccc(S(=O)(=O)NCc2ccco2)cc1 do in these assays?
CHRM1 antagonist: -7; M1 ag: -14; V1aR counter: -1.0; TAAR1 ag: -1; CHRM1 PAM: 0; OXTR ag: -1.6; CHO parental Ca: -23; OXTR potentiate: -7; TAAR1 antag: 49*

How did O=C(O)c1ccccc1C(=O)N1N=C2/C(=C/c3cccc([N+](=O)[O-])c3)CCCC2C1c1cccc([N+](=O)[O-])c1 (stereo not drawn) do in these assays?
CHRM1 antagonist: 20; M1 ag: -3; V1aR counter: -1.7; TAAR1 ag: 1; CHRM1 PAM: -3; OXTR ag: -0.2; CHO parental Ca: 5; OXTR potentiate: -16; TAAR1 antag: -21

Results for O=C(Nc1ccc(F)cc1)C1CCCN1S(=O)(=O)c1ccc(Br)cc1 (stereo not drawn) ?
CHRM1 antagonist: -7; M1 ag: -1; V1aR counter: 3.9; TAAR1 ag: -2; CHRM1 PAM: 12; OXTR ag: -1.5; CHO parental Ca: -19; OXTR potentiate: 0; TAAR1 antag: -7

What do the screens show for `COC(=O)CSc1nnc(CNc2ccc(Cl)cc2)n1Cc1ccccc1`?
CHRM1 antagonist: 9; M1 ag: 3; V1aR counter: 14; TAAR1 ag: 4; CHRM1 PAM: -9; OXTR ag: 14; CHO parental Ca: 2; OXTR potentiate: -13; TAAR1 antag: -18

What do the screens show for `CC1(C)Cc2c(C#N)c(N)n(-c3ccccc3)c(=S)c2CO1`?
CHRM1 antagonist: -9; M1 ag: -3; V1aR counter: 0.0; TAAR1 ag: 5; CHRM1 PAM: 4; OXTR ag: 0.8; CHO parental Ca: -6; OXTR potentiate: -2; TAAR1 antag: -18

Results for COc1ccc(C2=Nn3c(nnc3-c3ccccc3OC)SC2)cc1OC1CCCC1 ?
CHRM1 antagonist: 9; M1 ag: -10; V1aR counter: 0.0; CHRM1 PAM: 0; OXTR ag: -0.3; CHO parental Ca: -18; OXTR potentiate: -9

Results for O=C(c1ccccc1)c1nn(-c2ccc(Cl)cc2)c(=O)cc1C(F)(F)F ?
CHRM1 antagonist: 23; M1 ag: -5; V1aR counter: -1.0; TAAR1 ag: 4; CHRM1 PAM: -20; OXTR ag: -2.0; CHO parental Ca: -32; OXTR potentiate: 0; TAAR1 antag: 8

By substructure, the compounds so far with a CF3 group
What do the screens show for `C[C@H](CO)N1C[C@H](C)[C@@H](CN(C)S(=O)(=O)c2ccc(F)cc2)Oc2c(NC(=O)CCC(F)(F)F)cccc2C1=O`?
CHRM1 antagonist: -2; M1 ag: -8; V1aR counter: 0.7; TAAR1 ag: 6; CHRM1 PAM: 3; OXTR ag: -0.4; CHO parental Ca: -12; OXTR potentiate: -2; TAAR1 antag: -4

Results for O=C(c1ccccc1)c1nn(-c2ccc(Cl)cc2)c(=O)cc1C(F)(F)F ?
CHRM1 antagonist: 23; M1 ag: -5; V1aR counter: -1.0; TAAR1 ag: 4; CHRM1 PAM: -20; OXTR ag: -2.0; CHO parental Ca: -32; OXTR potentiate: 0; TAAR1 antag: 8
